High-throughput results deposited in PubChem by The Scripps Research Institute Molecular Screening Center.
FBW7 activator: FBW7 E3 ligase activators, primary screen, biochemical, AlphaScreen, human. F-box/WD repeat-containing protein 7 (Homo sapiens), Q969H0. AlphaScreen FBW7–phospho-cyclin E peptide binding, activator screen. normalized activity (activation), % at 26.1 µM. 0.13% of 650,000 active. AID 1259310, 2017; in the data active means normalized activity above about 1.9%;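 further: purified mutant Fbw7 with reduced substrate affinity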
MITF inh: MITF inhibitors, primary screen, biochemical, AlphaScreen, human; Microphthalmia-associated transcription factor (Homo sapiens), O75030; inhibition, % at 2.6 µM; 0.91% of 650,000 active; AlphaScreen MITF homodimerization, bead proximity signal; in the data active means inhibition above about 50%;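 further: 0% = vehicle wells with protein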
Target sequence (O75030 whole entry, looked up): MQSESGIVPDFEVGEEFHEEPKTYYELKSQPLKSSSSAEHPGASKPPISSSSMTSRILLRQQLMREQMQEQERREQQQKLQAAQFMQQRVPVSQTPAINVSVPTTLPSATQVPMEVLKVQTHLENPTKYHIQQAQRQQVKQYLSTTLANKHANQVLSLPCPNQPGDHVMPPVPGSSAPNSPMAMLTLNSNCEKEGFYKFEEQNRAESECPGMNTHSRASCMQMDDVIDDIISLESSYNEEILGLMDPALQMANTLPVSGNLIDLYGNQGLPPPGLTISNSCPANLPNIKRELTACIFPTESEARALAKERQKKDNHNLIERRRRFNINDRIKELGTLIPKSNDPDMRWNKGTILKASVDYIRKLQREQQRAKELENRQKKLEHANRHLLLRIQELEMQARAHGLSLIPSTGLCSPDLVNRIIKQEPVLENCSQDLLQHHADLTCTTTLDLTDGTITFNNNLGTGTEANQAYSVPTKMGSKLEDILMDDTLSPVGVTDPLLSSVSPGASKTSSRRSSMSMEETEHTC
GPR151 activ: activators of human GPR151, primary screen, cell-based, PathHunter beta-arrestin, luminescence; AID 1508602, 2020; 1% of 650,000 active; PathHunter beta-arrestin GPR151 cells; activation, % at 11.2 µM; G-protein coupled receptor 151 (Homo sapiens), Q8TDV0; in the data active means activation above about 4.9%;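 further: 0% = median of compound wells and 100% = cells with positive control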
Target sequence (Q8TDV0 whole entry, looked up): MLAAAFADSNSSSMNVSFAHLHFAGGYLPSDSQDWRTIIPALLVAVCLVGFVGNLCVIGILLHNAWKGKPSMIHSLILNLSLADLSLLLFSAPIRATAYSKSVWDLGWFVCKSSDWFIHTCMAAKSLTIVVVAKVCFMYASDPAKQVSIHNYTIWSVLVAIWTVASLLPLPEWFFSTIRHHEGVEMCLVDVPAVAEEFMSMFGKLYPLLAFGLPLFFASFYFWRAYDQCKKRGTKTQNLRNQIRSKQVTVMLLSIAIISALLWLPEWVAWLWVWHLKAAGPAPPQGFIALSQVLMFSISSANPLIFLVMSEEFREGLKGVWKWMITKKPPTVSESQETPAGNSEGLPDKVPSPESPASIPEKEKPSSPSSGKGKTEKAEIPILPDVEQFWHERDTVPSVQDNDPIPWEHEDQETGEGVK
TEAD-YAP inh: TEAD-YAP interaction inhibition, primary screen, TEAD-YAP interaction inhibitor project, luminescence, HEK-TIYL cells; TEAD-Gal4/YAP UAS-luciferase luminescence; inhibition, % at 9.12 µM; 1.4% of 640,000 active; AID 1259422, 2018; in the data active means inhibition above about 32%;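 further: 0% = median of test compound wells and 100% = reference inhibitor wells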
An asterisk follows results filed as active.

SMILES	FBW7 activator	MITF inh	GPR151 activ	TEAD-YAP inh
COc1ccc(C2=CC(c3ccc(F)c(Br)c3)n3nnnc3N2)cc1 (centres undefined)	-0.1	-7	0.4	-3
Cc1nc2ccccc2nc1N1CCCC1	0.0	-5	1.1	-5
O=C(CC1C(=O)N(c2ccc(Cl)cc2)C(=S)N1CCCN1CCN(c2cccc(Cl)c2)CC1)Nc1ccc(F)cc1 (centres undefined)	0.8	10	-1.9	10
COc1ccc(-c2cc3cc(OC)c(OC)cc3c(C)n2)cc1	0.0	8	0.3	-51
CC(=O)Nc1nc(CCN2C(=O)c3ccccc3C2=O)cs1	0.2	0	-0.2	6
O=C(COc1ccccc1)N1CCN(C(=O)Cc2ccccc2)CC1	0.8	9	-0.5	-5
CCCC(=O)Nc1ccc(C(=O)Nc2ccc(Br)cc2)cc1	-0.2	2	-1.2	-9
CC1CCCCN1C(=O)CSc1nnc(-c2ccc(NS(C)(=O)=O)cc2)o1 (centres undefined)	0.2	6	-0.7	9
CC(=O)Nc1ccc(N2C(=O)CC2(/C=C/c2ccccc2)C(=O)NC2CCCCC2)cc1 (centres undefined)	0.0	-94	0.6	7
COc1ccc(-c2noc(N(C)CC(=O)Nc3ccccc3OC)n2)cc1	0.0	-10	0.7	3
Cc1ccc(-n2c(=S)sc3c(=O)n(-c4ccccc4)c(SCC(=O)Nc4ccc(N(C)C)cc4)nc32)c(C)c1	-0.2	8	0.9	11
Cc1ccc(N2C(=O)CC(NCc3ccc(Cl)cc3)C2=O)cc1 (centres undefined)	-0.1	0	0.6	-3
O=C(NCc1cn[nH]c1-c1ccccc1)C1CC(Cc2cccc(Cl)c2)=NO1 (centres undefined)	-0.2	6	-0.1	-31
CCOC(=O)c1cnc2ccc(C)cc2c1Nc1ccc(N2CCOCC2)cc1	-0.5	21	0.2	-3
COc1ccccc1N=C1C(=O)Nc2ccc(Br)cc21	-0.1	11	-0.1	-3
COc1ccccc1NC(=O)CN1C(=O)CSC(C)C1=O (centres undefined)	1.3	10	0.5	1
CCNC(=S)N1CCN(c2cccc(O)c2)CC1	0.0	4	2.2	1
COc1ccc(Cl)cc1-n1c(=S)sc2c1nc(=S)n1c3ccccc3[nH]c21	-0.1	6	-0.7	2
CN(C)CC(C)(C)CNC(=O)CCCc1c[nH]c2ccccc12	0.5	10	1.1	9
CCOC(=O)C1=NNC2C(=O)N(c3cccc(C)c3C)C(=O)C12 (centres undefined)	0.0	-3	0.5	-2

In the list so far, 3 have two or more sulfur atoms.
SMILES	FBW7 activator	MITF inh	GPR151 activ	TEAD-YAP inh
CC1CCCCN1C(=O)CSc1nnc(-c2ccc(NS(C)(=O)=O)cc2)o1 (centres undefined)	0.2	6	-0.7	9
Cc1ccc(-n2c(=S)sc3c(=O)n(-c4ccccc4)c(SCC(=O)Nc4ccc(N(C)C)cc4)nc32)c(C)c1	-0.2	8	0.9	11
COc1ccc(Cl)cc1-n1c(=S)sc2c1nc(=S)n1c3ccccc3[nH]c21	-0.1	6	-0.7	2

Looked up one by one from the entries so far:
SMILES	FBW7 activator	MITF inh	GPR151 activ	TEAD-YAP inh
COc1ccccc1NC(=O)CN1C(=O)CSC(C)C1=O (centres undefined)	1.3	10	0.5	1
CC1CCCCN1C(=O)CSc1nnc(-c2ccc(NS(C)(=O)=O)cc2)o1 (centres undefined)	0.2	6	-0.7	9
CN(C)CC(C)(C)CNC(=O)CCCc1c[nH]c2ccccc12	0.5	10	1.1	9
CC(=O)Nc1ccc(N2C(=O)CC2(/C=C/c2ccccc2)C(=O)NC2CCCCC2)cc1 (centres undefined)	0.0	-94	0.6	7
O=C(CC1C(=O)N(c2ccc(Cl)cc2)C(=S)N1CCCN1CCN(c2cccc(Cl)c2)CC1)Nc1ccc(F)cc1 (centres undefined)	0.8	10	-1.9	10

Some of the entries above in another layout:
| Molecule | FBW7 activator | MITF inh | GPR151 activ | TEAD-YAP inh |
| --- | --- | --- | --- | --- |
| COc1ccccc1NC(=O)CN1C(=O)CSC(C)C1=O (centres undefined) | 1.3 | 10 | 0.5 | 1 |
| CCNC(=S)N1CCN(c2cccc(O)c2)CC1 | 0.0 | 4 | 2.2 | 1 |
| COc1ccc(Cl)cc1-n1c(=S)sc2c1nc(=S)n1c3ccccc3[nH]c21 | -0.1 | 6 | -0.7 | 2 |
| CN(C)CC(C)(C)CNC(=O)CCCc1c[nH]c2ccccc12 | 0.5 | 10 | 1.1 | 9 |

(continued)
SMILES	FBW7 activator	MITF inh	GPR151 activ	TEAD-YAP inh
CC(=O)c1ccc(OCCN2CCOCC2)cc1	-0.2	18	1.3	1
Cc1ccc2c(c1)CN(CCC(=O)NCCCn1ccnc1)CC(C)O2 (centres undefined)	-0.1	-10	0.1	-1
CCCN1CCC(=O)Nc2ccccc21	-0.1	-6	1.6	1
O=C(O)C1C(C(=O)Nc2ccc(I)cc2)C2C=CC1C21CC1 (centres undefined)	0.4	-10	-0.1	0
COc1cccc2cc(-c3nc(NC(C)=O)sc3C)c(=O)oc12	-0.2	6	-1.1	1
CCc1ccc(-c2csc(=Nc3cccc(C(F)(F)F)c3)n2CCCCCCO)cc1	-0.1	6	0.8	1
COc1cc(/C(O)=C(\C#N)c2nc3ccccc3[nH]2)cc(OC)c1OC	0.1	15	0.3	-9
CC(=O)Nc1ccc(S(=O)(=O)Nc2cc(C)nc(C)n2)cc1	0.0	-4	0.8	9
NC(=O)c1ccsc1NC(=O)/C=C/c1ccccc1	-0.1	-2	-11	81*
CCOCCCNC(=O)c1cc2c(=O)oc3ccc(C)cc3c2s1	-0.1	-7	0.9	-5
CCOP(=O)(OCC)C(NC(=O)c1ccc(F)cc1)C(F)(F)F (centres undefined)	-0.1	9	1.5	1
CCOc1cc(/C=C2/C(=N)N3N=C(CC(C)C)SC3=NC2=O)ccc1OCCOc1ccccc1OC	0.1	11	-1.3	19
O=C(NCCCO)c1cc(Cl)nc(Cl)c1	0.2	12	-1.4	4
O=C(NCC1CCCN1S(=O)(=O)c1ccccc1)C(=O)NC1CC1 (centres undefined)	0.0	-2	-1.5	-5
Cc1ccc(-c2nn3c(C(=S)Nc4ccc(Cl)cc4)c(-c4ccccc4)c4c3n2CCCC4)cc1	0.0	-2	0.1	-3
O=C(COC(=O)c1cc[n+]([O-])cc1)Nc1ccc(OC(F)F)cc1	0.1	-1	-1.5	-6
COCC(=O)N1CC[C@H]2[C@H](CCCN2Cc2ccc(-c3ccccc3Cl)o2)C1	0.8	16	-0.5	6
COc1ccccc1N1CCN(C(=O)c2cc(N3C(=O)C4C5CCC(C5)C4C3=O)ccc2Cl)CC1 (centres undefined)	-0.3	0	4.1	-12
O=C(O)c1ccccc1N1C(=O)C2CC=C(Cl)CC2C1=O (centres undefined)	0.0	-8	0.1	-9
CCCS(=O)(=O)c1ncc(Cl)c(C(=O)Nc2cccc(C)c2)n1	-0.1	-6	7.4*	31
CCCn1cc(S(=O)(=O)c2ccc(OCC)cc2)c(=O)c2cc(OC)c(OC)cc21	0.0	7	1.8	-7
COCCn1nnnc1CN(Cc1cc2ccc(C)cc2[nH]c1=O)C1CCCCC1	0.0	-3	0.9	-6
COc1ccc(-c2nnc3ccc(Cl)nn23)c(OC)c1	0.0	-11	0.6	-2
CCOC(=O)CSc1nnc(CSc2ncccn2)n1-c1ccc(OC)cc1	0.9	13	-1.0	13
Clc1ccc(CO/N=C/c2ccc(N3CCOCC3)s2)cc1	0.7	5	-1.1	-6
N#CC1=C(N)Oc2n[nH]c(-c3cccc([N+](=O)[O-])c3)c2C1c1ccncc1 (centres undefined)	0.0	2	0.0	-7
Oc1ccc(-c2ccc(Nc3c(F)cccc3F)nc2)cc1	-0.2	11	-1.1	-8
CCOC(=O)C1=C(C)N=c2s/c(=C\c3ccc(OCc4ccc(Cl)cc4)c(OC)c3)c(=O)n2C1c1ccc(N(C)C)cc1 (centres undefined)	0.0	-18	0.3	-6
Cc1c(NC(=O)CSc2nc(-c3ccccc3)cs2)c(=O)n(-c2ccccc2)n1C	-0.3	-12	-2.3	14
Cc1ccccc1NS(=O)(=O)c1cc(C(=O)NCC2CCCO2)ccc1C (centres undefined)	-0.1	10	0.8	13
CSc1ccc2nc(NC(=O)c3ccccc3F)sc2c1	0.6	5	-4.0	15
CN(C)S(=O)(=O)c1cccc(C(=O)OCC(=O)C23CC4CC(CC(C4)C2)C3)c1	-0.2	-10	-0.9	-3
O=[N+]([O-])c1ccc(Oc2ccc3ccncc3c2)cc1C(F)(F)F	0.4	13	-1.2	7
CC(C)CNc1ncnc2c1c(-c1ccccc1)cn2-c1cccc(Cl)c1	0.1	9	-1.9	-2
O=C(C(c1ccccc1)c1ccccc1)N1CCN(Cc2ccc(F)cc2)CC1	0.2	62*	-1.5	6
CCCCNCC(O)COc1cccc(OC)c1 (centres undefined)	-0.3	-2	0.3	3
Cc1noc([N+](=O)[O-])c1/C=C/c1c(C)nn(-c2ccccc2)c1C	0.0	1	0.5	16
CN(c1ccccc1)S(=O)(=O)c1ccc(C(=O)Nc2nc(-c3ccc(Cl)cc3)cs2)cc1	0.0	-5	0.9	-9
Clc1ccc(NCc2cn3cccnc3n2)cc1	0.1	8	-1.4	-16
O=C1Nc2cc(C(=O)N3CCN(c4ccc(F)cc4)CC3)ccc2NC1CSCc1cccc(F)c1 (centres undefined)	-0.1	0	1.1	6
COc1cccc(C(=O)Nc2cccc(-c3nc4ccccc4[nH]3)c2)c1OC	-0.1	1	-0.6	11
c1ccc2c(c1)CCN(c1ncnc3sccc13)C2	-0.1	-2	-3.0	2
O=C(CCC1=NS(=O)(=O)c2ccccc2N1)OCc1ccc(Cl)cc1	0.0	0	3.5	-3
Cc1ccc(S(=O)(=O)N2CCN(c3ccc(F)cc3)CC2)cc1	0.1	-11	-0.5	5
O=C(O)CNC(=O)c1ccc(NS(=O)(=O)c2ccc(Cl)cc2F)cc1	0.6	4	-1.6	2
Cc1noc(C)c1CN1CCN(c2ccccc2)CC1	0.0	1	0.6	7
CC(=O)C1=C(Nc2ccc(Br)cc2)CC(C)(O)C(C(C)=O)C1c1ccc(C(C)C)cc1 (centres undefined)	-0.1	-11	2.2	-9
NC(=O)c1ccccc1NC(=O)C1CCC(C(=O)Nc2ccccc2C(N)=O)CC1 (centres undefined)	0.0	-28	-0.3	11
C=CCN(c1ccc(C(=O)Nc2ccc(F)c(F)c2)cc1)S(C)(=O)=O	-0.2	4	1.6	1
O=C1Cc2cc(S(=O)(=O)N3CCN(c4ccccc4F)CC3)cc3c2N1CCC3	-0.2	-1	-0.7	4
O=C(NCCc1ccccc1)C1CC(=O)N(Cc2ccc3c(c2)OCO3)C(=Nc2ccc(F)cc2)S1 (centres undefined)	0.1	19	1.8	-3
COC(=O)CCC(=O)Nc1ccc(S(N)(=O)=O)cc1	-0.1	-5	-0.5	-1
COC(=O)C(=O)Nc1ccc(Cl)c2c1C(=O)c1ccccc1C2=O	0.2	9	-0.6	-4
CS(=O)(=O)N(CC(=O)Nc1ccc(Oc2ccccc2)cc1)c1ccc(F)cc1	-0.2	3	-0.4	-5
COc1cc(Nc2nc(-c3ccc(C(=O)NC4CC4)cc3)nc3c2ncn3C2CCCCC2)cc(OC)c1OC	-0.2	-7	0.9	-11
O=C(CCN1C(=O)COc2ccccc21)NC1CCCCCCC1	0.0	-7	-0.5	-13
O=c1ccc(C2CC2)nn1C1CCN(S(=O)(=O)C2CCS(=O)(=O)C2)CC1 (centres undefined)	0.3	10	0.8	-4
CCOC(=O)CSc1nc2c(c(=O)n1-c1ccc(C)cc1)SCC2	-0.1	-7	-0.1	-21
Cc1cc(NC(=O)C(c2ccccc2)c2ccccc2)n(C(C)C)n1	0.0	15	-0.8	0
Cc1ccc(NC(=O)CCS(=O)(=O)c2ccc3c(c2)n(C)c(=O)c(=O)n3C)cc1C	-0.1	2	3.7	13
Going on with the list.
SMILES	FBW7 activator	MITF inh	GPR151 activ	TEAD-YAP inh
O=C(Nc1ccc(N2CCCC2)cc1)c1ccccc1I	-0.4	3	-0.8	-2
CCOc1ccc(/C=C/C(=O)NC2CCCC2)cc1	0.2	-3	-1.5	-40
CCOc1cc(CCNC(C)=O)ccc1OC	-0.1	11	-0.8	0
CC1=C(C)CC(C(=O)Nc2sc3c(c2C#N)CCC3)C(C(=O)O)C1 (centres undefined)	-0.2	-2	-0.2	4
COc1ccc(C(CNC(=O)c2cc(F)c(F)c(F)c2F)N2CCOCC2)cc1 (centres undefined)	-0.1	-9	-1.5	2
COc1ccc(Cl)cc1C1=N/C(=C/c2ccc(OC)c(OC)c2OC)C(=O)O1	-0.1	4	3.5	-3
NC(=O)CSC1=Nc2ccccc2C2=NC(Cc3c[nH]c4ccccc34)C(=O)N12 (centres undefined)	0.1	4	0.8	9
O=C1NC(Cc2ccccc2)(Cc2ccccc2)C(=O)N1CC(=O)N1CCc2ccccc21	0.6	-9	-2.8	3
CCC(C)C(=O)N1CC(=O)N(c2ccc(OC)cc2)C(C)(C)C1 (centres undefined)	-0.1	-8	0.4	-6
Cc1ccc2c(c1)NC(C)(C)c1sn(Cc3ccc(Cl)cc3)c(=S)c1-2	-0.3	5	1.0	7
